OXTR ag: human OXTR agonism. CHO-OTR cells, Fluo-8 calcium fluorescence; normalized: DMSO 0%, oxytocin 100%. P30559. hit rate 0.32% among 320,000. activation, % at 3 µM;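 active = activation above the mean of all tested compounds plus 3 SD, cutoff set per screening run, cut at about 20% in these data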;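 note: peak over basal fluorescence ratio from a 100 s FLIPR kinetic read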
Target sequence (P30559 whole entry, looked up): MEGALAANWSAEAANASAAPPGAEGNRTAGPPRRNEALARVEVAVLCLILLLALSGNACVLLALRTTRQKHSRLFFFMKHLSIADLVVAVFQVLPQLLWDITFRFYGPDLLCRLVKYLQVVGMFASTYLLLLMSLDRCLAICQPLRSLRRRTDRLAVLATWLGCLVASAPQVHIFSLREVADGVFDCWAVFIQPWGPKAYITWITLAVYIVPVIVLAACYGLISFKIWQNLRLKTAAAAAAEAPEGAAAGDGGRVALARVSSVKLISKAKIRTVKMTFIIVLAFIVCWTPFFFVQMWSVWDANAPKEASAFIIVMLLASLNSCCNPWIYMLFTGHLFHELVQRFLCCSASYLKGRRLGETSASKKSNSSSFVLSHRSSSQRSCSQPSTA
MEKK2 mut-MEK5: signal of MEK5 binding to mutant human MEKK2 PB1 domain. bead flow cytometry, Alexa488-MEK5 binding to MEKK2 mutant. percent response, % at 10 µM. hit rate 0.35% among 290,000. AID 1530; in the data active = percent response above about 24%, passing the limit was not always enough; note: inactives centre near 1; some results filed as inactive read as strong as hits; reference of the scale not given here
NALP1 inh: NALP1 inhibition; S. cerevisiae NALP1/ASC/caspase-1 growth, X-gal OD620, 72 h; inhibition, % at 10 µM; hit rate 0.61% among 280,000; AID 2071; in the data active = inhibition mostly above about 24%, no sharp cut-off; inactive = mostly below about 32%; note: some compounds called inactive have numbers as strong as hits
DNA FID counter: fluorescent intercalator displacement, NS3 helicase counter-screen. DNA fluorescent intercalator displacement, fluorescence. inhibition, % at 7.9 µM. hit rate 0.17% among 290,000. AID 1845; in the data active = inhibition above about 37%;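 note: 0% = vehicle and 100% = reference compound; higher means more ethidium bromide displaced from hairpin DNA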
GPR7 antagonist: blocks human GPR7 receptor signaling; hit rate 1.1% among 290,000; GPR7-expressing cells, fluorescence antagonist assay; inhibition, % at 4.4 µM; AID 1861; in the data active = inhibition above about 16%, passing the limit was not always enough;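 note: cells stimulated with the agonist NPW; 0% = agonist with vehicle and 100% = vehicle without agonist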
Target sequence (P48145 whole entry, looked up): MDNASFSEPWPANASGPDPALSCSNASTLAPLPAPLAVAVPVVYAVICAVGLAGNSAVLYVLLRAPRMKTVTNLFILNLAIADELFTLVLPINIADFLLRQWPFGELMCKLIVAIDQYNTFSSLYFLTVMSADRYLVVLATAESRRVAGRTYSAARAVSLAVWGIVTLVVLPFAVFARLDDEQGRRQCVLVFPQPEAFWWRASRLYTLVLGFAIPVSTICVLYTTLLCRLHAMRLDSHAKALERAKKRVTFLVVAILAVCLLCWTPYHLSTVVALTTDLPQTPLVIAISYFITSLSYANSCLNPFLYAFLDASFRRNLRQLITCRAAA
MEKK2wt PB1 HTS: raises or lowers MEK5 binding to wildtype human MEKK2 PB1 domain; bead flow cytometry, Alexa488-MEK5 binding to MEKK2 WT; actives lie on both sides; binding response (% of control), % at 10 µM; hit rate 1.1% among 290,000; in the data active = binding response below about 67% or above about 130%
MEKK3 PB1 HTS: modulators (inhibitors or enhancers) of MEK5 binding to human MEKK3 PB1 domain; Q99759; bead-based flow cytometry, Alexa488-MEK5 binding to MEKK3; actives lie on both sides; 0 = blocked by unlabeled MEK5, 100 = vehicle; binding response (% of control), % at 10 µM; hit rate 1.4% among 290,000;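 active = binding response more than 3 SD above or below the average of its plate-row segment, actives on both sides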;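 note: Alexa488 bead fluorescence after subtracting the streptavidin-only scavenger bead signal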
M18AAP inhibitor: PfM18AAP enzyme inhibition. AID 1822. recombinant PfM18AAP, H-Glu-NHMec fluorogenic cleavage. inhibition, % at 7.35 µM. hit rate 1.2% among 290,000;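 active = inhibition above the campaign mean inhibition over all tested compounds plus 3 SD, cut at about 28% in these data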;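 note: 0% = plate median of test compound wells and 100% = 2 mM ZnCl2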
PHOSPHO1 block: inhibitors of human PHOSPHO1 phosphatase | recombinant PHOSPHO1, absorbance phosphatase assay | inhibition, % at 13.3 µM | hit rate 1.1% among 290,000; in the data active = inhibition above about 60%
Numbers without * were called inactive; · = no result given.

SMILES	OXTR ag	MEKK2wt PB1 HTS	NALP1 inh	M18AAP inhibitor	MEKK3 PB1 HTS	DNA FID counter	GPR7 antagonist	PHOSPHO1 block	MEKK2 mut-MEK5
CCOC(=O)CSc1nnc(-c2ccccc2NC(=O)c2ccccc2)o1	-0.6	100	15	-1	100	0	-7	14	0
CCOc1nc(Nc2ccc([N+](=O)[O-])cc2)nc(NC(C)(C)C)n1	-1.9	107	13	0	103	1	-15	13	-1
Cn1c(-c2cccs2)nc2ccccc21	-2.5	98	12	9	97	-1	10	-5	-8
Cc1nn2c(=O)cc(CSCC(=O)Nc3ccccc3Cl)nc2s1	0.5	101	-4	-1	103	-4	-3	32	1
CCc1ccc(OCc2nnc(SCC(=O)NCc3ccco3)o2)cc1	-2.6	109	27	-7	106	-24	-11	11	1
COc1cccc(CN2CCNC(=O)C2CC(=O)N2CCOc3ccccc3C2)c1OC (configuration not stated)	0.5	101	15	3	99	-24	-13	-1	2
CCOc1ccccc1NC1=NC2CS(=O)(=O)CC2S1 (configuration not stated)	0.9	96	·	1	89	-2	-12	27	-20
CCOC(=O)CNC(=O)CSc1ncnc2c1cnn2-c1ccc(C)cc1	2.6	110	7	5	107	-5	1	-10	4
CC1CN(C(=O)N2c3ccccc3Sc3ccccc32)CC(C)O1 (configuration not stated)	-1.9	95	17	0	100	-20	-12	8	-2
CC(C)Oc1cccc(-c2cc(C(=O)NC(=S)N(C)c3ccccc3C(=O)O)c3ccccc3n2)c1	-1.2	104	-18	5	105	-4	1	2	1
Cc1ccc2cccc(S(=O)(=O)N3CCN(c4cccc(Cl)c4)CC3)c2n1	-0.9	99	22	-7	99	-22	0	-10	-1
Cc1ccc(-c2nc(C(=O)NCCCN(C)C)cc3c2[nH]c2ccccc23)cc1	-0.3	146*	16	1	103	18	10	24	21
O=C(Nc1ccc(Br)cc1)C1CCN(c2cnccn2)CC1	0.6	100	12	-4	101	-4	2	2	0
O=C(c1cc(-c2ccc(F)cc2)on1)N1CCOCC1	0.0	101	10	-13	100	-8	9	28	0
CCc1ccc(N2C(=O)c3cc(N4CCOCC4)c([N+](=O)[O-])cc3C2=O)cc1	-0.2	108	41	-2	113	-1	2	2	-1
CCOc1ccc(Nc2oc(-c3ccccc3Cl)nc2C#N)cc1	-0.2	85	24	-8	89	-5	-7	0	-7
Cc1cccc(-c2ncc(S(=O)(=O)C(C)(C)C)c(N)n2)c1	-0.6	100	14	-7	101	-3	-12	15	0
O=C(Nc1ccccc1)OCc1cnc(Cl)s1	0.2	105	-9	0	102	-2	-11	30	0
CCOC(=O)C1(Cc2ccc(Cl)cc2)CCN(Cc2nccn2CC)CC1	0.4	104	3	-3	96	8	-8	24	8
Cc1ccc(CNC(=O)CCn2cc(-c3ccc(C)cc3)nc2-c2ccncc2)cc1	-1.6	99	16	5	97	-27	11	41	-5
O=C(Nc1cccc2ccccc12)c1nn(C23CC4CC(CC(C4)C2)C3)cc1[N+](=O)[O-]	-0.2	96	10	1	103	-8	-9	-2	1
CC1(C)CC2(CCCN(C(=S)Nc3ccccc3)C2)CCO1 (configuration not stated)	-0.2	121	16	-5	128*	-6	-5	28	24
O=C(CSCc1ccccc1)Nc1cccc(C(=O)Nc2ccc(C(=O)O)cc2)c1	0.6	·	3	-2	·	-30	12	20	·
COc1ccc(CNCc2ccncc2)cc1OC	0.7	116	23	4	110	-2	-11	14	14
Cc1cc(NC(=O)CSc2cn(CCNC(=O)c3ccc(Cl)cc3)c3ccccc23)no1	0.4	99	-9	0	99	-2	10	22	2
O=C(NCc1ccco1)C1CCN(S(=O)(=O)N2CCOCC2)CC1	0.4	99	0	0	100	-2	12	-4	2
COCCNC(=S)NNC(=O)c1ccco1	-0.1	104	-22	11	103	-5	4	17	11
CC(C(=O)N1CCc2ccccc21)N1CCc2ccccc2C1 (configuration not stated)	7.4	118	-59	15	111	11	20	-7	8
Cc1cc(-c2ccccc2)nc2oc3c(c12)NC(=O)CN(c1ccccc1)C3=O	-2.3	95	5	0	99	-13	3	4	-2
CC(C)Cn1c2c(c(O)c(C(=O)Nc3nc4ccccc4s3)c1=O)CCCC2	1.2	104	10	-14	103	2	-3	-8	3
CC(C)CC(C(=O)N1CCOCC1)N1Cc2ccccc2C1=O (configuration not stated)	0.0	96	-22	-2	102	-3	-1	33	-3
CCc1[nH]nc2c1C(c1ccc(C)o1)C(C#N)=C(N)O2 (configuration not stated)	1.1	105	-2	8	102	-6	-9	49	4
COc1ccc(OC)c(NC(=O)Nc2nnc(N3CCCCC3C)s2)c1 (configuration not stated)	-0.2	90	-6	2	94	-20	-6	28	-2
CC(C)CC(=O)N1CCN(Cc2ccc(Cl)cc2)CC1	-1.1	98	15	0	99	-11	6	29	-2
CCOc1ccc(N2C(=O)CC(Sc3nc(-c4cccs4)cc(C(F)(F)F)c3C#N)C2=O)cc1 (configuration not stated)	-0.8	95	5	-2	99	-30	-6	42	3
CCOC(=O)/C=C/C(=O)OCC(=O)Nc1ccc(OC)c(Cl)c1	-0.2	109	35	16	104	1	-2	1	19
O=C1CN2C(=Nc3ccc(Br)cc3C2c2ccccc2)CCN1 (configuration not stated)	0.6	104	2	2	104	10	-6	10	12
C[C@]12CCC3C(CC[C@H]4CCCC[C@]34C)C1CC[C@@]2(O)CNCCO (some centres not stated)	·	139*	9	1	105	1	10	26	27*
COc1cccc(/C=C/C(=O)Nc2cccc(C(C)=O)c2)c1OC	0.6	94	-4	0	98	-16	-7	16	-2
CCOC(=O)c1c(C)[nH]c(C)c1S(=O)(=O)NCC1CCN(Cc2ccccc2OC)CC1	-1.7	103	11	1	98	8	-7	7	0
CCc1nnc2sc(-c3ccc(NC(=O)c4ccco4)cc3)nn12	0.0	96	3	3	98	-11	8	15	-5
COc1ccc2c(c1OC)C(=O)OC2C/C(=N\NC(N)=O)c1ccccc1 (configuration not stated)	0.1	96	17	0	99	-7	0	-23	-3
O=C(NC(=S)Nc1ccccc1N1CCCCC1)c1ccco1	-1.8	106	0	1	100	-2	4	14	7
Cc1c(C(=O)N2CCN(Cc3ccc4c(c3)OCO4)CC2)sc2ncnc(N3CCN(c4ccccc4F)CC3)c12	3.0	96	6	-2	96	-37	75*	49	-1
CCOC(=O)c1nn(-c2ccccc2C)c2nc(CC(C)C)c(C#N)c(=O)n12	-1.9	98	13	0	113	-12	-7	6	2
Cc1nc2c([nH]c3ccc(Br)cc32)s1	-1.3	100	11	9	93	2	-18	-14	-13
Cc1ccc2c(c1)N(C(=O)CCC(=O)N1CCOCC1)CCO2	-0.7	103	2	-4	103	-7	-6	-16	3
COc1ccc(C(=O)Cc2nnc(C)s2)cc1	0.3	88	31	-4	86	-9	-6	-3	-4
CCOC(=O)c1ccc(-c2c(-c3cc(OC)c(OC)c(OC)c3)noc2C)cc1F	0.5	103	5	6	103	-41	18	10	1
CC(C)C[C@H](NC(=O)N1CC(=O)Nc2ccccc21)C(=O)N[C@H](C(=O)O)c1ccccc1	0.5	100	-24	13	101	-17	10	-49	-2
COCCn1c(SCC(=O)NCc2ccco2)nnc1C(C)C	-0.8	107	2	14	98	-13	-7	-11	6
O=c1c(Cc2ccc(Cl)cc2)c(O)ccn1Cc1cccc(Cl)c1	2.9	98	30	5	100	0	7	39	11
O=C(COc1ccc(=O)n(-c2ccccc2)n1)Nc1ccccc1	-0.1	101	4	-1	98	1	-3	-6	4
COc1cc(N=Nc2ccc3ccccc3c2)ccc1O	2.1	110	-1	4	106	37	0	-2	1
O=C(CSc1nnc(NC(=O)c2ccccc2F)s1)NCc1ccco1	0.2	104	21	8	100	-7	21	43	0
CCCc1nc2c(C)cc(C)cc2c(N)c1CC	0.0	128	33	0	117	7	2	-4	18
COc1ccc(Cl)cc1N(C)C(=O)CCc1nc(-c2ccc(C)cc2)no1	-1.2	97	11	2	100	-34	-4	16	-11
O=C(Oc1ccc(OC(=O)c2ccco2)c(S(=O)(=O)c2ccc(Br)cc2)c1)c1ccco1	0.0	100	2	-5	101	-9	-6	-1	-2
CNCc1cc2ccc(C)cc2[nH]c1=O	-0.6	106	7	5	102	-1	10	-2	4
COc1ccc(CN(Cc2ccco2)S(=O)(=O)c2ccc(S(=O)(=O)N3CCCC3)cc2)cc1	0.1	95	1	3	102	0	7	11	0

(continued)
SMILES	OXTR ag	MEKK2wt PB1 HTS	NALP1 inh	M18AAP inhibitor	MEKK3 PB1 HTS	DNA FID counter	GPR7 antagonist	PHOSPHO1 block	MEKK2 mut-MEK5
CSc1nsc(SCC(=O)Nc2ccc(O)c(C(=O)O)c2)n1	1.1	102	12	4	99	-7	-2	11	3
CCOc1ccc(NS(=O)(=O)N(C)C)cc1	-1.2	85	·	2	90	-8	0	-7	-2
CCOC(=O)C1(CCCc2ccccc2)CCN(C(=O)c2ocnc2C)CC1	4.4	96	7	3	101	-33	-7	6	6
CC(C)CC(C(=O)Nc1oc(-c2ccccc2)c(-c2ccccc2)c1C#N)N1C(=O)c2ccccc2C1=O (configuration not stated)	-0.9	108	8	-4	111	-15	-12	-20	4
